Bioassay records (PubChem BioAssay)
LYP phosphatase – PTPN22 lymphoid phosphatase activity blockers – biochemical, fluorescence intensity, uHTS (AID 1779); recombinant LYP phosphatase, fluorescence intensity; higher % means a stronger effect; one-dose inhibition, % at 11.5 µM; IC50 in µM for titrated hits; 290,000 tested, 0.054% active; in the data active = inhibition above about 50%;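 note: plate controls were vehicle with enzyme for no effect and no enzyme for full effect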
NS5 inhibitors – Dengue-2 NS5 methyltransferase inhibitors, primary screen, biochemical, confirmation dose response (AID 588689). Dengue-2 NS5 methyltransferase capping enzyme assay, biochemical; higher % means a stronger effect. inhibition, % at 25 µM, or IC50 in µM where a hit was titrated. 340,000 tested, 0.3% active; in the data active = a potency from the dose series; inconclusive = inhibition above about 29% without an active follow-up result
UTI89 phage lysis – protection from phage-mediated lysis, alamar blue read-out – E. coli UTI89, K1F phage, bacterial capsule biogenesis inhibitors (AID 488966); E. coli UTI89 K1F phage lysis, alamar blue, 2 h; higher % means a stronger effect; inhibition, % at 100 µM; hits with a dose series show IC50 in µM; 340,000 tested, 0.02% active;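 active = phage lysis inhibition, versus mean bacterial control, above a set limit; inconclusive = no clear call, values can overlap the other calls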;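 note: capsule biogenesis inhibitors block K1F phage lysis so surviving cells raise fluorescence; higher fluorescence means more inhibition of phage lysis; actives were called in the ten point dose series up to 300 µM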
Autophagy mod – autophagy modulation, high-content screen; MEF GFP-LC3 puncta imaging; test concentration mostly 10 µM; calls only at 10 µM (by protocol); 190,000 tested, 0.98% active; AID 463193;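 active = percentage of spot-positive cells more than 3 SD above its plate mean, without a fluorescence outlier flag or 80% toxicity; inconclusive = no clear call, values can overlap the other calls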;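 note: spot-positive cell cutoff set from DMSO-treated cells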
RSV CPE inhibition – inhibition of RSV-induced cytopathic effect – HEp-2 cells, primary 10 µM value included (AID 2391) | HEp-2 cells, RSV-induced CPE inhibition; higher % means a stronger effect | CPE inhibition, % at 10 µM; hits with a dose series show IC50 in µM | 310,000 tested, 0.13% active; in the data active = a potency from the dose series; inconclusive = CPE inhibition mostly from about 23% at the one dose, without a potency; inactive = the rest, 99 in 100 with CPE inhibition below about 21%; note: strong numbers were not always called active
WT yeast gro inh – growth inhibition of WT yeast, mitochondrial fusion screen. mitochondrial fusion phenotypic screen, WT strain. inhibition, % at 10 µM. 190,000 tested, 2.1% active. AID 1362; in the data active = inhibition above about 58%; tested in S. cerevisiae
GPR35 arrestin U2OS – inhibition of zaprinast-stimulated GPR35 beta-arrestin translocation – imaging, U2OS, beta-arrestin-GFP, zaprinast agonist, primary screen (AID 2058). U2OS GPR35 beta-arrestin-GFP translocation imaging, zaprinast antagonism; higher % means a stronger effect. inhibition, % at 10 µM, or IC50 in µM where a hit was titrated. 290,000 tested, 0.052% active;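 active = inhibition of at least 50% with at least 30 cells and total cytoplasm GFP at most 10,000,000; inconclusive = under 30 cells or total GFP of 10,000,000 plus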
NTR1 ag – NTR1-driven beta-arrestin-GFP spot formation – imaging, U2OS cells, high content, primary screen (AID 493036); P30989; activation, % at 20 µM; agonist mode; 330,000 tested, 0.17% active;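 active = activation at or above 40% of the spot to cytoplasm intensity ratio, with at least 20 cells analyzed; inconclusive = wells under 20 cells, flagged as cytotoxic or low count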;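 note: 0% = DMSO without peptide and 100% = 100 nM NTR1 peptide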
Target sequence (P30989 whole entry, looked up): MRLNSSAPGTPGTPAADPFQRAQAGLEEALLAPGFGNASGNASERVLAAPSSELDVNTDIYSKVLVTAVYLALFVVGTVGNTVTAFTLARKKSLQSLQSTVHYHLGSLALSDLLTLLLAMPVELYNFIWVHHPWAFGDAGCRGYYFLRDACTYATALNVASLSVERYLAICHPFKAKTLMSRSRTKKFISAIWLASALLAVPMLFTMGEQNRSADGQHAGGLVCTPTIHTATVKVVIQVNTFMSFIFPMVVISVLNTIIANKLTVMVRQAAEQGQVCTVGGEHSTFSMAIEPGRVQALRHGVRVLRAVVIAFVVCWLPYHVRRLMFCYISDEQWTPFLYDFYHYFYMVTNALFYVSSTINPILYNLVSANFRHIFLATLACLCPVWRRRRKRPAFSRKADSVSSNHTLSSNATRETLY
AID2073 – disruptors of CaV2.2 binding to Mint1 – biochemical, HTRF (AID 2073); HTRF protein-protein interaction, Mint1-CaV2.2; higher % means a stronger effect; 290,000 tested, 0.19% active; inhibition, % at 20 µM, or IC50 in µM where a hit was titrated; in the data active = inhibition mostly above about 51%, no sharp cut-off; inconclusive = no clear call, values can overlap the other calls; inactive = mostly below about 53%; note: some results filed as inactive read as strong as hits
WT yeast gro inh mutant strain – further read-out of WT yeast gro inh, marked with its call; inhibition, %; mitochondrial fusion phenotypic screen, mutant strain inhibition
Autophagy mod cell loss 18 h – further read-out of Autophagy mod, marked with its call; toxicity, %; measured here: cell loss, nuclei count;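 cell loss after 18 h compound exposure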
NTR1 ag cell count 20 µM – also measured in NTR1 ag; calls as there; cell count; measured here: cell count, cytotoxicity flag
NS5 inhibitors pilot replicate – also measured in NS5 inhibitors; calls as there; inhibition, %; measured here: pilot screen replicate inhibition
* hit, by the source's call; i = inactive; ? = inconclusive; / = not tested or not shown; [ ] = another dose, or the depositor's remark. Not a hit list, and some 2.6% of all compounds hit somewhere here.

SMILES | LYP phosphatase | NS5 inhibitors | UTI89 phage lysis | Autophagy mod | Autophagy mod cell loss 18 h | RSV CPE inhibition | WT yeast gro inh | WT yeast gro inh mutant strain | GPR35 arrestin U2OS | NTR1 ag | NTR1 ag cell count 20 µM | AID2073 | others
CCN1CCN(C/C(C)=C/c2ccccc2)CC1 | -5.4% | -8.5% | 2.4% | / | / | -0.4% | / | / | 3.5% | -0.1 | 65 | 2.5%
COc1ccc(NC(=S)Nc2cccc([N+](=O)[O-])c2)cc1 | -0.5% | -7.8% | 0.0% | i | -1.9 | 3.6% | -7.7 | -9.0 | -4.8% | 0.2 | 79 | -23.8%
O=C(O)CCC1(CCC(=O)O)c2ccccc2-c2ccccc21 | -6.5% | 5.9% | 0.0% | / | / | 1.2% | / | / | -3.0% | -0.1 | 44 | 1.6% | NS5 inhibitors pilot replicate=0.6
C/C(=N\OCc1ccc(C#N)cc1)c1ccccc1 | 0.6% | -3.9% | -0.6% | i | 24.2 | 7.9% | 14.2 | 12.1 | 0.4% | -0.9 | 36 | -8.9%
Cn1nc(/C=C/c2ccccc2)ccc1=O | -2.8% | 4.2% | 1.9% | i | -1.3 | -0.4% | 11.7 | 13.1 | 8.3% | -1.2 | 37 | 15.3%
Cc1nc2ccc(NC(=O)N(C)c3ccccc3)cc2s1 | -5.6% | -8.2% | -0.4% | i | -8.4 | 2.2% | 0.1 | -2.5 | 13.4% | 1.1 | 93 | -2.9%
Cc1ccc(CNCC(=O)Nc2ccc(C)cc2Br)cc1 | 0.8% | -15.8% | 0.9% | i | 8.7 | -1.5% | 16.9 | 0.1 | -1.8% | 6.0 | 53 | -4.6%
Cc1cc(C)c2c(N=NN3CCOCC3)[nH]nc2n1 | -5.4% | -10.3% | -3.2% | i | -0.7 | 2.2% | -12.1 | 1.0 | 1.8% | -0.7 | 44 | -2.3%
CSCCC(NS(=O)(=O)c1c(Cl)cccc1Cl)C(=O)O (stereo not given) | -3.3% | -8.4% | 0.5% | i | -5.2 | -1.0% | -8.6 | -14.7 | 4.6% | 0.1 | 65 | 1.3%
CN(C)C(CNc1ccc(C(F)(F)F)cn1)c1ccccc1 (stereo not given) | -9.0% | 1.6% | 0.0% | / | / | -0.4% | / | / | 0.1% | 1.2 | 43 | -14.7%
Cc1c(C(=O)O)oc2ccc(S(=O)(=O)NCCC3=CCCCC3)cc12 | -4.1% | -5.6% | -3.7% | i | 0.1 | 7.1% | -14.0 | 5.6 | -2.2% | 0.9 | 77 | -4.2%
CCc1ccc(/C=C/c2c([N+](=O)[O-])c(=O)n(C)c(=O)n2C)cc1 | -10.9% | -18.5% | 3.1%[50 µM] | / | / | ? | / | / | 21.1% | 5.4 | 83 | 1.2%
COC(=O)[C@]1(C)N[C@H](c2ccc(SC3CCCCC3)cc2)[C@@H]2C(=O)N(C)C(=O)[C@@H]21 | / | -1.4% | 0.4% | / | / | 1.1% | / | / | / | -0.4 | 54 | /
CCN1CCN(c2c(Cl)cccc2NC(=O)c2cc3ccccc3o2)CC1 | -2.4% | -4.2% | 1.8%[50 µM] | / | / | 1.8% | / | / | 1.0% | 3.4 | 50 | 1.0%
CCCCOC(=O)c1ccc(NC(=O)c2ccc(F)cc2F)cc1 | / | -0.8% | 0.4% | / | / | 3.0% | / | / | / | -0.4 | 101 | /
Cc1cccc(NC(=O)[C@H](Cc2ccccc2)NC(=O)OCc2ccccc2)c1 | -1.7% | -2.9% | 1.9% | i | 14.7 | 2.0% | 19.8 | 6.9 | -8.1% | -0.8 | 55 | 4.4%
Cc1ccc(F)c(Oc2cc(NN3CCCCC3)c([N+](=O)[O-])cc2[N+](=O)[O-])c1 | -3.5% | -2.8% | 0.9% | / | / | -0.2% | / | / | 1.9% | 4.3 | 93 | 1.1%
O=C(CCn1cccc1)NCc1ccccc1 | -2.3% | 4.3% | 0.0% | i | 18.3 | 3.1% | 0.2 | -2.5 | 2.5% | -0.1 | 47 | -6.8%
CCCN1CCN(C(=O)c2cc(COc3ccc(F)cc3F)on2)CC1 | -12.2% | -5.5% | -0.3% | / | / | -0.4% | / | / | 2.8% | -0.5 | 69 | 11.3%
COc1ccc(-c2cc(=O)c3cc(F)ccc3[nH]2)cc1 | -3.2% | -17.6% | 3.1% | i | -3.9 | 0.8% | -0.6 | -5.1 | -5.8% | 1.1 | 63 | 3.0%
c1ccc(-c2nnsc2-c2nc3ccccc3[nH]2)cc1 | -1.3% | 3.7% | -0.8% | i | 14.2 | / | 2.8 | 0.9 | -0.6% | 0.2 | 99 | 6.2%
CC1(NC(=S)NCCO)CCS(=O)(=O)C1 (stereo not given) | -1.4% | 0.7% | 3.7% | i | 3.7 | 1.5% | -22.5 | -8.0 | -2.4% | -0.1 | 50 | -5.9%
CCN(C(=O)CCS(=O)(=O)c1cccc2nonc12)c1ccc(C)c(C)c1 | -7.2% | -0.8% | 0.3% | / | / | 5.0% | / | / | -1.5% | 0.1 | 62 | -6.5%
C[C@@H](O)C1NC(=O)[C@H](CCCCN)NC(=O)c2cc([N+](=O)[O-])cc(I)c2OCC[C@@H](C(N)=O)NC1=O (stereo not given in full) | -3.3% | 7.1% | -0.1% | i | -17.6 | -0.5% | -13.5 | -6.5 | 14.3% | 3.3 | 52 | -14.0%

Structures listed so far that contain an aryl methoxy group:
SMILES | LYP phosphatase | NS5 inhibitors | UTI89 phage lysis | Autophagy mod | Autophagy mod cell loss 18 h | RSV CPE inhibition | WT yeast gro inh | WT yeast gro inh mutant strain | GPR35 arrestin U2OS | NTR1 ag | NTR1 ag cell count 20 µM | AID2073 | others
COc1ccc(NC(=S)Nc2cccc([N+](=O)[O-])c2)cc1 | -0.5% | -7.8% | 0.0% | i | -1.9 | 3.6% | -7.7 | -9.0 | -4.8% | 0.2 | 79 | -23.8%
COc1ccc(-c2cc(=O)c3cc(F)ccc3[nH]2)cc1 | -3.2% | -17.6% | 3.1% | i | -3.9 | 0.8% | -0.6 | -5.1 | -5.8% | 1.1 | 63 | 3.0%

(list continues)
SMILES | LYP phosphatase | NS5 inhibitors | UTI89 phage lysis | Autophagy mod | Autophagy mod cell loss 18 h | RSV CPE inhibition | WT yeast gro inh | WT yeast gro inh mutant strain | GPR35 arrestin U2OS | NTR1 ag | NTR1 ag cell count 20 µM | AID2073 | others
O=C1OC(N2CCN(C(=O)c3ccco3)CC2)c2ccccc21 (stereo not given) | -0.4% | -1.6% | -0.1% | i | 14.0 | 0.3% | -3.2 | 2.1 | -18.7% | -1.6 | 56 | -11.1%
CCOc1cc(-c2nc3cc(C)ccn3c2NCC2CCCO2)ccc1O (stereo not given) | -13.2% | -0.3% | 1.0% | i | 8.9 | 2.9% | 1.6 | -12.7 | 6.8% | 3.6 | 70 | 27.4%
Cc1ccc(NS(=O)(=O)c2cc3[nH]c(=O)c(=O)[nH]c3cc2C)c(C)c1 | 1.5% | -3.6% | -0.3% | / | / | 1.1% | / | / | 13.8% | 2.5 | 62 | 19.9%
O=C(CCCCCCCC(=O)NCC1CCCO1)NCC1CCCO1 (stereo not given) | -3.0% | -1.3% | 0.2% | i | 8.1 | -0.5% | 1.8 | 7.3 | -11.7% | 0.0 | 84 | 11.2%
CCCN(CCC)C(=O)CSc1nc2n[nH]c(C)c2c(=N)n1-c1ccc(OCC)cc1 | -1.2% | -6.9% | 7.3% | i | 15.7 | ? | 7.1 | -3.8 | 8.6% | 12.1 | 46 | 1.0%
CC(=O)c1ccc(N2CCN(c3ncccn3)CC2)c([N+](=O)[O-])c1 | -5.2% | -2.5% | 0.1% | / | / | -0.3% | / | / | -5.1% | 0.3 | 57 | 4.9%
Cn1nnnc1SCC(=O)N1CCN(c2ccc(Cl)cc2)CC1 | -7.0% | 4.0% | 0.2% | i | 29.5 | 6.7% | -0.4 | -11.5 | 10.0% | -0.3 | 79 | 19.8%
CCOCCCNC(=O)c1ccccc1Br | -10.6% | 1.6% | 1.9% | i | -1.0 | 0.3% | -8.0 | -34.8 | 12.4% | 0.1 | 88 | -1.1%
CN(Cc1nc(-c2cccs2)no1)CC1COCCO1 (stereo not given) | -0.5% | 0.9% | 0.4% | i | 3.7 | 1.0% | -6.4 | -3.2 | -0.6% | 0.2 | 91 | 3.4%
Cc1ccc(NC(=O)Nc2cc(S(=O)(=O)N(C)C)ccc2C)cc1 | -5.7% | -22.3% | 0.3% | i | 1.3 | 3.6% | -23.4 | 10.1 | 12.6% | -0.3 | 35 | 2.1%
O=C(COc1ccccc1)NCC(c1cccs1)N1CCOCC1 (stereo not given) | -5.1% | -3.5% | 7.1% | i | -5.0 | -0.4% | 0.7 | -0.4 | -2.3% | 0.3 | 54 | -5.3%
CCCc1ccc(C(=O)NNc2ccc(F)cc2)cc1 | -6.3% | -9.2% | 0.9% | / | / | -0.9% | / | / | -0.3% | 0.0 | 33 | -7.6%
CCOC(=O)C1CCN(S(=O)(=O)c2cnc[nH]2)CC1 | 0.3% | 2.3% | -0.6% | i | -4.3 | 0.6% | -6.0 | -0.8 | 2.1% | -2.0 | 62 | 0.4%
O=C(Cn1c(=S)[nH]c2ccccc2c1=O)N1CCN(c2ccccc2)CC1 | -4.6% | 3.0% | 0.2% | i | -7.2 | 0.1% | -6.0 | -20.1 | -5.0% | 1.4 | 68 | -17.4%
c1ccc(Cn2cc(-c3ccccc3)cn2)cc1 | / | -7.1% | -0.9% | / | / | -0.4% | / | / | / | 2.3 | 60 | /
COc1ccccc1CCC(=O)OCC(=O)N1CCN(S(=O)(=O)c2ccc(C)cc2C)CC1 | / | -6.5% | 0.2%[50 µM] | / | / | 0.9% | / | / | / | 0.3 | 52 | /
C=CCSc1n[nH]c(-c2ccc(OCCC)cc2)n1 | -2.4% | 0.8% | 1.8% | i | -5.5 | 13.6% | 10.5 | -40.4 | 2.0% | 3.4 | 66 | 2.6%
CN(C)c1nc(Nc2ccc(F)cc2)nc(Oc2ccc(F)cc2)n1 | -8.4% | 5.3% | 0.1% | / | / | 3.5% | / | / | -9.2% | 3.4 | 53 | -1.6% | NS5 inhibitors pilot replicate=-4.3
CCc1cc2c(=O)n(CC)c(SC(C)C(=O)Nc3c(C)n(C)n(-c4ccccc4)c3=O)nc2s1 (stereo not given) | -3.2% | -5.5% | -0.1% | i | 5.7 | 2.9% | -10.7 | -0.3 | -6.0% | -0.6 | 53 | 3.5%
COc1ccc(NC(=O)c2sc(SCc3ccccc3)nc2N)cc1 | 2.4% | -2.9% | 2.5% | i | 0.1 | 2.3% | 31.9 | -28.2 | 8.4% | 0.1 | 56 | -9.3%
CN(C)c1nc(SCc2ccccc2Cl)nc2c1CCCC2 | 2.6% | -7.2% | 0.8% | i | 2.7 | 1.7% | 75.8 | 81.6 | 7.4% | 3.9 | 33 | -8.8%
